# Compound activity: PubChem, National Center for Advancing Translational Sciences (NCATS)
# SMN2 splice enh: qHTS Assay for Enhancers of SMN2 Splice Variant Expression; AID 1458, 2008; Potency, µM (titrated, usually from 46.1 µM), without a hit: at the highest dose activity change, positive = activation, actives largely listed as activators; 210,000 tested, 2.8% active; HEK293 SMN2-luciferase splicing reporter, luminescence, 30-36 h; further: potency means the concentration at half of the fitted maximal effect; % of control where 0% means no effect; nearly all actives have a fitted effect of over 55% in size
#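 qHTS luciferase splicing reporter: luminescence rises when SMN2 exon 7 is included in transfected HEK293 cells. Compound exposure lasted 30-36 h at 37C, with 4.5 mM final sodium butyrate as control, followed by a ONE-Glo read.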
# CBFb-RUNX1 inh: qHTS Assay for Compounds Blocking the Interaction Between CBF-beta and RUNX1 for the Treatment of Acute Myeloid Leukemia | Runt-related transcription factor 1 (Homo sapiens) + Core-binding factor subunit beta … | AlphaScreen CBFb-His/RUNX1-biotin binding, biochemical | Potency, µM (titrated, usually from 59.8 µM), for inactives: top-dose activity, negative = inhibition, most hits filed as inhibitors | 230,000 tested, under 10 active; further: % of control where 0% means no effect
#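 His-tagged CBF-beta and biotinylated RUNX1 (30 nM each) were premixed 20 min at room temperature, exposed to compound for 15 min, then given nickel-chelate and streptavidin AlphaScreen beads (50 ng each). After 90 min, AlphaScreen signal was read.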
# KinaseGlo FLuc: Counterscreen for Luciferase (Kinase-Glo TM) Inhibition. Potency, µM (series often up to 38.3 µM), for inactives: at the highest dose activity change, negative = inhibition, hits mostly inhibitors. 200,000 tested, 0.28% active. Luciferin 4-monooxygenase (Photuris pensylvanica), Q27757. Kinase-Glo luciferase, ATP luminescence, 8 min; further: potency means the concentration at half of the fitted maximal effect; on the % scale 0 is the no-effect control and ±100 the full control effect; nearly all actives have a fitted effect of over 60% in size
#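 Light output from Kinase-Glo luciferase with luciferin and 10 uM ATP in 50 mM imidazole pH 7.2, KCl, MgCl2, Tween 20, BSA; compound pin-delivered, 8-min ambient incubation, then luminescence read.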
# LMNA splice mod: qHTS Assay for Modulators of Lamin A Splicing; AID 1487, 2009; Potency, µM (doses to about 46.1 µM), for inactives: at the top dose ratio change, negative = inhibition, most hits filed as inhibitors; HeLa LMNA splicing GFP/RFP minigene ratio, 48 h; 200,000 tested, 0.01% active; active means well fitted inhibition curve with a large enough effect in the signal ratio, with a control signal flat, not every such curve was filed as active; inconclusive means small, poorly fitted or top-dose-only effect, or effect the other way, or a change in a side signal; the % refers to the signal ratio; further: potency means the concentration at half of the fitted maximal effect; on the % scale 0 is the no-effect control and ±100 the full control effect
#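 S3 HeLa stable clones carrying a lamin A-EGFP splicing minigene plus DsRed2 were seeded at 600 cells/well in Opti-MEM with 2% FBS, pin-dosed and incubated 48 h at 37°C. Acumen cytometry (488 nm) gave the GFP/RFP total-intensity ratio.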
# HTT cytoprotect: qHTS Multiplex Assay to Identify Dual Action Probes in a Cell Model of Huntington: Cytoprotection (ATP); AID 1471, 2008; 230,000 tested, 0.14% active; Potency, µM (series often up to 56.4 µM), for the others: cytoprotection (ATP increase), hits mostly activators; PC12 HTT-Q103 induced, cytoprotection, ATP luminescence, 40 h;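 further: potency means the concentration at half of the fitted maximal effect; % of control where 0% means no effect; nearly all actives have a fitted effect of over 45% in size; toxic huntingtin expression switched on by the ecdysone agonist tebufenozide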
#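 ATP quantification (ATPlite) reports survival of PC12 cells in which tebufenozide, 100 nM final, switches on Htt exon 1 with 103 glutamines linked to GFP; compounds are titrated.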
# HttQ103 aggreg: qHTS Multiplex Assay to Identify Dual Action Probes in a Cell Model of Huntington: Aggregate Formation (GFP). PC12 HttQ103-GFP aggregates, Acumen cytometry, 40 h. 220,000 tested, 1.1% active. AID 1688, 2009. Potency, µM (series often up to 46.1 µM), for the others: at the top dose activity change, negative = inhibition, hits mostly inhibitors; further: potency means the concentration at half of the fitted maximal effect; on the % scale 0 is the no-effect control and ±100 the full control effect; nearly all actives have a fitted effect of over 60% in size
#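 Multiplexed with ATP-based cell death, this channel scores GFP aggregates in PC12 cells expressing inducible HTTex1-Q103-GFP. Induction used 100 nM tebufenozide; compounds were tested in concentration series.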
# IMPase Li cell: qHTS Assay for Identifying the Cell-Membrane Permeable IMPase Inhibitors: Potentiation with Lithium; AID 1457, 2008; 210,000 tested, 0.35% active; Potency, µM (titrated, usually from 59.4 µM), for the others: at the highest dose activity, negative = IMPase inhibition, actives largely listed as inhibitors; CHO-M1 cells, IP1 TR-FRET (IP-One), carbachol + lithium;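 further: IP1 builds up when IMPase is blocked and the TR-FRET signal falls; potency means the concentration at half of the fitted maximal effect; plate controls were basal vehicle for no effect and high inhibitor control for full effect; nearly all actives have a fitted effect of over 50% in size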
#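 Concentration–response in CHO-M1 cells, lithium-potentiated; 30 min at 37C. IP1 detected by competitive TR-FRET after 10 min lysis at RT. Hill-fitted AC50.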
# Starred values were filed as active, the others as inactive; ? = inconclusive; nt = no result given; & = joins results of further samples; [ ] = dose if it differs, or a comment. Unless noted, the call rests on the fitted dose curve; in most records, active means well fitted curve in the direction sought with a large enough effect; inconclusive means small, poorly fitted or top-dose-only effect, or another doubt; inactive means no such curve, though single readings can be large; an effect the other way counts as inactive or inconclusive.
SMILES,SMN2 splice enh,CBFb-RUNX1 inh,KinaseGlo FLuc,LMNA splice mod,HTT cytoprotect,HttQ103 aggreg,IMPase Li cell
O=C(O)CN1C(=O)/C(=C\c2cn(CC(=O)N3CCOCC3)c3ccccc23)SC1=S,6%,12%,1%,nt,nt,18%,28%
CCn1cc(C(=O)OCc2cccc(Br)c2)c(=O)c2ccc(C)nc21,-1%,5%,-1%,-9%,3%,-12%,3%[38.3 µM]
N=c1ccn(Cc2cccc(Cl)c2)cc1,-50%[inhibitor],4%,0%,?,-84%[inhibitor][0.074 µM],?,25%[38.3 µM]
CC(C)COc1ccc(C(=O)NCc2ccco2)cc1,16%,-2%,0%,-9%,-13%,-16%,25%[38.3 µM]
CCOC(=O)c1cnc2c(OC)cccc2c1N1CCN(c2ccccc2OC)CC1,nt,-19%,nt,?,-55%[inhibitor],?,nt
COc1ccc(C)cc1NS(=O)(=O)c1ccc(NS(=O)(=O)c2ccc(NC(C)=O)cc2)cc1,4%,9%,2%,-21%,-10%[10 µM],25%,21%[38.3 µM]
Cc1cc(-c2ccccc2)nc(N/N=C/c2cccnc2)n1,nt,3%,-18%,16%[46 µM],-20%[10 µM],11%[9.22 µM],10%
O=C(Nc1nnc(-c2cccnc2)o1)c1ccccc1Cl,-33%[inhibitor],-17%,3%,nt,-31%[inhibitor],0%,-5%
Cc1ccccc1C(=O)Nc1ccc2nc3n(c(=O)c2c1)CCC3,-5%,-2%,-1%,-13%,-21%,-9%,-5%[38.3 µM]
CC1(C)CC(=O)C(N=Nc2ccc(Br)cc2)=C(O)C1,nt,5%,nt,nt,-12%[10 µM],-4%[9.22 µM],nt

# Look-ups from the results shown:
# Under IMPase Li cell, Cc1cc(-c2ccccc2)nc(N/N=C/c2cccnc2)n1 reads 10%
# Under CBFb-RUNX1 inh, CC1(C)CC(=O)C(N=Nc2ccc(Br)cc2)=C(O)C1 reads 5%

# The results go on:
SMILES,SMN2 splice enh,CBFb-RUNX1 inh,KinaseGlo FLuc,LMNA splice mod,HTT cytoprotect,HttQ103 aggreg,IMPase Li cell
CCC(C)NC(=O)CNC(=S)N(Cc1ccccc1)Cc1cccnc1 (configuration not stated),-17%[1.84 µM],12%,-1%,-5%,-11%[10 µM],0%,2%
Cc1ccc(N(CCC#N)C(=O)CSc2ccc3c(c2)OCCO3)cc1,-5%,-1%,-1%,7%,7%,6%,12%[38.3 µM]
COc1ccc(N(CC(=O)NCC(C)C)S(=O)(=O)c2ccccc2)cc1,-15%,8%,-1%,10%[46 µM],-2%[10 µM],6%[9.22 µM],8%
CC(O)CNCc1ccc(-c2ccccc2)cc1 (configuration not stated),-2%,2%,-9%,6%,-8%,24%,6%[38.3 µM]
O=C(C1CCC1)N1CCc2cc(S(=O)(=O)NC3CCCc4ccccc43)ccc21 (configuration not stated),-30%[inhibitor],0%,-3%,10%,-10%,-21%,35%[activator][38.3 µM]
O=C(CN1CCOCC1)N(c1ccccc1)c1ccc2ccccc2c1,-27%,1%,-1%,?,-18%[10 µM],9%,3%[38.3 µM]
CCCNC(=O)C1CC(=O)N(c2ccc(OCC)cc2)C1 (configuration not stated),-21%,-6%,0%,-14%[46 µM],7%,-19%,-7%
O=C(Nc1cccc(C(=O)O)c1)/C(=C\c1ccc2c(c1)OCO2)NC(=O)c1ccc(Br)o1,?,5%,-2%,nt,-29%,-7%,-2%
O=C(Nc1ccccc1)c1nn(-c2ccccc2)c(=O)cc1C(F)(F)F,-1%,-3%,6%,?,0%,23%,3%[38.3 µM]
COc1ccc(CNC(=O)CN(Cc2ccccc2)C(=O)c2csnn2)cc1,-22%,0%,0%,9%,-9%,25%,-8%[38.3 µM]
CSc1ccccc1NC(=O)Nc1ccc(F)c(Cl)c1,6%,0%,-10%,6%,-5%,-24%,3%[38.3 µM]
Cc1cnn2c(C3CC3)ccnc12,-15%,8%,0%,40%[46 µM],5%[10 µM],?,0%
Cc1ccc(Cn2c(NCCc3ccccc3)nc3c2c(=O)n(C)c(=O)n3C)cc1,-26%,-2%,2%,?,-29%,?,39%[activator][38.3 µM]
Cc1ccc(-c2noc(CCC(=O)NC3CCN(Cc4ccccc4)CC3)n2)cc1,-31%[inhibitor],-1%,-2%,?,-4%,?,10%[38.3 µM]
O=C(COC(=O)/C=C/c1ccccc1[N+](=O)[O-])Nc1ccc(OC(F)F)cc1,-6%,-8%,2%,6%,34%[10 µM],-12%,1%
CCc1c(C)nc2ncnn2c1NC1CCCc2ccccc21 (configuration not stated),nt,11%,-5%,18%[46 µM],5%[10 µM],6%[9.22 µM],13%
Cc1nnc(NC(=O)CCCCCN2C(=O)C3C4C=CC(C4)C3C2=O)s1 (configuration not stated),-21%,4%,-3%,-8%,29%[10 µM],7%,26%[38.3 µM]
COc1ccc(OC)c(-c2csc(N3CCC(c4ccccc4)CC3)n2)c1,12%,15%,-1%,nt,nt,1%,13%
CN1CCN(C(=O)C2=C[C@@H](c3ccc(Br)cc3)C[C@@H](OCc3ccc(CO)cc3)O2)CC1,nt,3%,nt,nt,14%[10 µM],12%[9.22 µM],6%
Cc1sc2nc(CN3CCOCC3)nc(NS(=O)(=O)c3ccc4c(c3)OCCO4)c2c1C,-9%,7%,-1%,-1%,-6%,-9%,-5%[38.3 µM]
O=C(NCc1ccccc1C(F)(F)F)C12CN(Cc3ccccc3)CC1C(c1ccc([N+](=O)[O-])cc1)=NO2 (configuration not stated),-8%,nt,2%,-6%,-10%[10 µM],12%,-1%
CCOc1cc(NC(C)=O)ccc1C(=O)OC,nt,9%,nt,-12%,19%,6%,nt
CCCN(CCc1ccccc1)C1CCc2c(O)cccc2C1 (configuration not stated),12%&-10%,3%&14%,-3%,?,-47%[inhibitor],nt,13%&18%
CC(C)N(CCc1ccncc1)C(=O)Nc1ccc(Cl)c(Cl)c1,-3%,-5%,-7%,7%,-17%,5%,20%[38.3 µM]
CC1CN(C2CCN(C(=O)c3ccccc3Cl)CC2)CC(C)O1 (configuration not stated),2%,2%,4%,4%,7%[10 µM],-11%,6%
O=C(Nc1ccc(Cl)cc1)OCCn1nnnc1C(c1ccccc1)N1CCOCC1 (configuration not stated),-1%,4%,0%,0%,-1%,-7%,24%[38.3 µM]
C=CCn1c(-c2cccc(OC)c2)n[nH]c1=S,-5%,10%,0%,3%,13%[10 µM],6%,6%
O=C(/C=C/c1ccccc1[N+](=O)[O-])NCc1ccccc1Cl,10%,4%,2%,nt,?,-12%,-1%
Cc1ccc(-c2cc(N)n(-c3ccc(F)cc3)n2)cc1,13µM*,-5%,-5%,?,6%[10 µM],14%,3%
CSc1nnc(Nc2ccccc2C)s1,-2%,6%,9%,7%,12%,-1%,1%[38.3 µM]
COc1ccc(C(CNC(=O)COc2ccccc2C#N)N2CCOCC2)cc1 (configuration not stated),-5%,4%,1%,1%,6%[10 µM],5%,6%[38.3 µM]
S=C(NCc1ccccc1Cl)NC1CCCC1,-1%,4%,1%,?,nt,-13%,5%
NNC(=O)c1nn(-c2ccccc2)cc1O,7%,-11%,0%,-17%[46 µM],-39%[inhibitor],1%,6%
CCOC(=O)c1sc2nc(CSCC(=O)OCc3ccc(C(=O)OC)o3)[nH]c(=O)c2c1C,4%,-4%,-4%,4%,-5%,2%,-15%[38.3 µM]
CN(C)S(=O)(=O)c1ccc(NS(=O)(=O)/C=C/c2ccccc2)cc1,21%,1%,0%,-15%,5%,-12%,29%[38.3 µM]
CCn1c(SCC(=O)Nc2ccc(S(=O)(=O)Nc3ccccn3)cc2)nnc1-c1ccncc1,nt,1%,4%,5%,4%,0%,6%[38.3 µM]
CCOC(=O)c1nnn(CC(=O)N2N=C(c3ccccc3)CC2c2ccccc2)c1C(=O)OCC (configuration not stated),-21%,-2%,6%,-3%,14%[1.9 µM],-2%,?
N#Cc1c(-c2ccco2)nc(SCc2ccc(F)cc2)[nH]c1=O,64%,2%,0%,5%,-13%,-28%,13µM*
CC1(C)CC(=O)C(CC2=C(O)CC(C)(C)CC2=O)=C(O)C1,15%,3%,-4%,-1%,-6%[1.9 µM],-1%,20%[38.3 µM]
COc1ccc(OC)c(S(=O)(=O)N(C)CC(=O)Nc2ccccc2OC)c1,-5%,1%,2%,-3%,-5%,14%,13%[38.3 µM]
COc1ccc(C)cc1NC(=O)C(c1ccccc1)N1CCNC(=O)C1 (configuration not stated),4%,-4%,7%,-17%[46 µM],-1%[10 µM],11%,6%
O=C(O)CCCC(=O)Nc1ccc(C(=O)N2CCCCC2)c(Cl)c1,22%,0%,5%,0%,6%,-23%,16%[38.3 µM]
CC1CCN(C(=O)c2ccc3c(c2NCCO)C(=O)c2ccccc2C3=O)CC1,24%,?,-16%,0%,-10%,-19%,30%[38.3 µM]
CCC(C)NC(=O)Cn1c(=O)n(-c2ccccc2)c(=O)c2ccc(C(=O)NCc3ccco3)cc21 (configuration not stated),0%,-2%,0%,-1%,1%,1%,-4%[38.3 µM]
COc1ccc(C(C)=O)cc1COC(=O)c1cnc(C)cn1,2.2µM*,-8%,-3%,9%,5%,-3%,15%[38.3 µM]
C=CCSC1=NNC(c2ccc(C(C)(C)C)cc2)=NN1,nt,8%,nt,nt,-11%[10 µM],-2%[9.22 µM],nt
CCn1c(CNS(=O)(=O)c2ccc(Cl)cc2)n[nH]c1=S,-12%,2%,-1%,-4%[46 µM],-4%,4%[9.22 µM],1%
COc1ccc(-c2csc(NC(=O)CCn3cnc4ccccc4c3=O)n2)cc1OC,-8%,-1%,-4%,11%[0.0737 µM],5%,22%,6%[38.3 µM]
